Bioassay records (PubChem)
ABHD4 inh: inhibitors of mouse ABHD4. Q8VD66. purified mABHD4, FP-Rh probe fluorescence polarization. inhibition, % at 8.92 µM. hit rate 0.54% among 370,000. AID 720543;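 active means inhibition exceeding the mean over every tested compound plus 3 SD, cut at about 30% in these data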;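 further: 0% = plate median of compound wells and 100% = S159A mutant with DMSO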
Target sequence (Q8VD66 whole entry, looked up): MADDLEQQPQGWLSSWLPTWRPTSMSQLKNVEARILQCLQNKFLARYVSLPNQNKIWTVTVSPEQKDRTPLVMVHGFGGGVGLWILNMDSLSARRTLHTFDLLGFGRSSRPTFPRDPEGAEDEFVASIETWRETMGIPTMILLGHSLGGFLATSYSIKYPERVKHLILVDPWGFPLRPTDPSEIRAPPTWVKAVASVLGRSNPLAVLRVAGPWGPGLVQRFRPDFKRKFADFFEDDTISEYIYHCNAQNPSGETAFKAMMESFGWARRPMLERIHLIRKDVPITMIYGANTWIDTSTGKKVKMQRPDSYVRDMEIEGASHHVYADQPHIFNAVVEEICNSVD
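Doses – 8.92 µM, single dose · Material – wild-type mouse ABHD4 protein · Replication – single well per compound (singlicate) · Measure – percent inhibition of probe binding, normalized to plate controls · Schedule – 45 min compound pre-incubation plus 60 min probe step, 25 °C · Detection – fluorescence polarization with parallel and perpendicular emission, 525/598 nm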
MBD2 DNA inh: blocks human MBD2 binding to methylated DNA; Q9UBB5; TR-FRET, MBD2 binding to methylated oligonucleotide; inhibition, % at 4.4 µM; hit rate 0.31% among 370,000; AID 686964; in the data active means inhibition above about 13%
TCR CD3 inh: blocks the human TCR-CD3 interaction | TAMRA-labeled TCR probe fluorescence, biochemical | inhibition, % at 9.4 µM | hit rate 0.37% among 360,000 | AID 651800; in the data active means inhibition above about 19%;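 further: recombinant mutant TCR 2C K166C tagged with TAMRA read by polarization; 0% = receptor in buffer alone and 100% = receptor with positive control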
LEDGF integ inh: blocks HIV-1 LEDGF/p75-dependent DNA integration | TR-FRET IN-LEDGF/p75 DNA integration, Eu/Cy5 | inhibition, % at 3.7 µM | hit rate 0.64% among 370,000 | AID 743269;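 active means inhibition above the screen-wide mean plus 3 SD, cut at about 13% in these data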;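 further: signal is the Cy5 over europium emission ratio at 671 and 618 nm; 0% = plate median of compound wells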
PRMT1 FP inh: blocks human protein arginine methyltransferase 1 | AID 652257 | inhibition, % at 2.79 µM | hit rate 1.3% among 370,000 | recombinant PRMT1, activity-based probe fluorescence polarization;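 active means inhibition above about 21% made by adding two undisclosed values, limit read from the data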
Target sequence (Q99873 whole entry, looked up): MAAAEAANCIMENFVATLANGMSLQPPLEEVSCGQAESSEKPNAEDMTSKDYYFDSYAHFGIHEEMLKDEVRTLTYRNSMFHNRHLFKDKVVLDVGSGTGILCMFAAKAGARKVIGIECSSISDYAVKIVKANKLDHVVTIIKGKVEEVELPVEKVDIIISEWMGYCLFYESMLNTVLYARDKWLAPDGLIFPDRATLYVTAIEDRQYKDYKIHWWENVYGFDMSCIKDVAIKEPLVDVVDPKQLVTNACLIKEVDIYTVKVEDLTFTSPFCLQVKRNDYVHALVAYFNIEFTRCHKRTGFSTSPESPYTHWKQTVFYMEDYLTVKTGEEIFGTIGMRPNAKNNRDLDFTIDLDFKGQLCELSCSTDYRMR
UHRF1 binding: blocks human UHRF1 binding to methylated DNA; UHRF1 binding to methylated oligo, TR-FRET; inhibition, % at 4.4 µM; hit rate 0.75% among 370,000; in the data active means inhibition above about 21%;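 further: UHRF1 SRA domain binding a hemimethylated CpG hairpin DNA probe; 0% = median of test compound wells and 100% = reference inhibitor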
HTRA1 inhibitor: HTRA1 (human) protease inhibition; inhibition, % at 5.96 µM; recombinant HTRA1, FP-rhodamine activity-based probe, fluorescence polarization; hit rate 0.5% among 340,000; Q92743; AID 504803; in the data active means inhibition above about 36%;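 further: 0% = enzyme with DMSO and 100% = wells lacking enzyme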
Rev-erbA mod: Rev-erb alpha (human) modulation; Rev-erbα–FITC-DNA binding, fluorescence polarization, 90 min; P20393; hit rate 0.79% among 370,000; activity, % at 10 µM;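 active means activity above about 14%, limit read from the data; passing the limit was not always enough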;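 further: 0% = DMSO wells with 35 nM protein and 100% = DMSO wells with 750 nM protein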
PG9 binder: binds the HIV-1 gp120 antibody PG9; TR-FRET gp120-PG9 antibody binding; inhibition, % at 6.7 µM; hit rate 0.43% among 360,000; AID 624416; in the data active means inhibition above about 8.5%
rCAG binder: binds r(CAG) RNA repeats | inhibition, % at 3 µM | hit rate 1.3% among 370,000 | AID 651821 | r(CAG) RNA repeat, TO-PRO-1 dye displacement fluorescence;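 active means inhibition above the plate cutoff, the mean of all test compounds on that plate plus 3 SD, cut at about 35% in these data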;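 further: 0% = DMSO alone and 100% = 100 µM mitoxantrone as full dye displacement; higher means more dye released from RNA so lower well fluorescence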
* marks the source's active call; other numbers are inactive results; . = not tested or not shown; & = joins results of further samples.

SMILES	ABHD4 inh	MBD2 DNA inh	TCR CD3 inh	LEDGF integ inh	PRMT1 FP inh	UHRF1 binding	HTRA1 inhibitor	Rev-erbA mod	PG9 binder	rCAG binder
COCCNc1ncnc2c1ncn2[C@H]1CN(Cc2cccs2)C[C@@H](CO)O1	2	8	1	-3	6	0	.	-4	1.0	-1
Cc1ccc2nc(-c3cccc(SC4CCCCC4)c3)c(NCc3ccccc3)n2c1	17&7	-3&1	6&-7	0&-1	-2&3	-3&0	-26	-1&0	1.1&3.3	-2&5
N#CC(C#N)=C(Nc1ccccc1)c1ccccc1	1	1	8	0	-1	0	-2	-1	-0.8	0
COc1ccc(C(CNC(=O)c2cccc(S(=O)(=O)Nc3ccc(C)cc3)c2)N2CCCCC2)cc1 (stereo unspecified)	-1	6	-4	-1	5	2	-16	-5	-0.2	-2
CCOc1ccc(Nc2ncnc3c2nnn3Cc2ccccc2)cc1	0	2	5	3	1	0	4	-3	-3.5	-7
Cc1cccc(N(CC(=O)NC2CCCC2)C(=O)c2c(C)noc2C)c1	-2	-2	4	0	1	1	1	-6	-0.9	-7
COc1ccc(OC)c(N2Cc3ccccc3C2)c1	14	-2	4	-2	0	-2	28	-1	0.9	9
CCOc1ccc(NC(=O)c2ccc(CC)s2)c([N+](=O)[O-])c1	-6	5	-7	-3	7	6	-7	4	-1.9	-1
CCC(CC)CN1CCC(CN2C(=S)NC[C@@H]2Cc2ccccc2)CC1	-6	-2	-3	2	0	0	.	3	0.3	2
CN(C)c1cccc(-c2nnc(SCCCC#N)o2)c1	4	-4	-4	-3	0	4	-4	-5	-1.6	-3
COc1ccc(NC(=O)c2ccccc2N(Cc2ccccc2)S(C)(=O)=O)cc1OC	-3	-5	3	-1	-3	2	-10	1	-1.7	-6
O=C(O)c1ccc(NCCC2=CCCCC2)c([N+](=O)[O-])c1	41*	-9	-3	-3	1	-8	-5	3	-1.1	18
O=C(N/N=C/c1cc([N+](=O)[O-])ccc1O)c1cccc2cc[nH]c12	8	2	20*	-3	1	2	22	13	-0.8	8
c1ccc(Cn2c(Cn3c(-c4cnccn4)nc4ccccc43)nc3ccccc32)cc1	-8	3	-10	-6	2	0	.	-1	0.2	8
Cc1ccc(NC(=O)COC(=O)C2CC2)cc1Cl	-6	6	1	5	4	0	9	4	1.2	2
O=C(CSc1nc2ccccc2s1)NC(=O)NCc1ccco1	-9	-1	-1	2	8	4	-21	-1	1.2	12
O=C(O)c1ccc(/C=N/Nc2nc3ccccc3[nH]2)cc1	-2	-5	-10	11	-2	-1	4	1	-8.3	3
Cc1ccc(C2=NS(=O)(=O)N(C)C(C(=O)Nc3cc(C)n(CC(=O)N4CCC(C)CC4)n3)=C2)cc1	0	4	3	3	-1	-3	5	-4	-0.6	11
O=C(Cn1ccc([N+](=O)[O-])n1)Nc1ccccn1	0	-1	-2	-1	2	-1	1	-1	-0.1	4
COCCNc1nc(SC)nc2sc3c(c12)CCN(C)C3	0	3	-5	-1	-7	2	8	-5	-2.3	1
CC(C)N(Cc1ccccc1)C(=O)C1CCCN(c2ncnc3c2nc2n3CCCCC2)C1 (stereo unspecified)	-3	1	4	-2	2	1	-3	-4	-1.6	-10
COc1ccc(OCCC(=O)OCC(=O)Nc2ccc(Br)cc2)cc1	-2	-3	3	5	-1	4	-10	4	-3.7	2
Cc1ccc(C)c(CSC2=NCCN2S(=O)(=O)c2ccccc2)c1	-16	0	6	2	1	2	-19	3	-0.9	-1
c1coc(CNC2CCCCCCC2)c1	6	-3	5	0	-3	-1	4	-3	-0.8	-2
Cc1ccc2nc(N3CCOCC3)c(C=O)c(=O)n2c1	-9	-2	-7	3	-3	3	4	-1	1.1	2
COc1ccc(NS(=O)(=O)c2ccc(C(=O)N(C)Cc3cccs3)cc2)cc1	5	2	-6	0	0	0	-1	0	0.0	1
CCN1C(=O)[C@H]2[C@@H](c3ccc(C)cc3)N[C@]3(CCCN(Cc4ccc(C)cc4)C3=O)[C@H]2C1=O	0	1	2	5	-3	-2	1	4	0.5	1
Cc1ccc(Cl)cc1N(C)C(=O)Cn1ncc2c([nH]c3ccccc32)c1=O	-13	1	3	5	-7	0	-2	4	3.2	0
Cc1c(NC(=O)CSc2nc3c(cnn3-c3ccccc3)c(=O)[nH]2)c(=O)n(-c2ccccc2)n1C	3	4	-2	-2	-1	1	3	1	0.6	11
Cc1cccc(C)c1NC(=O)C(c1ccccc1)n1c(=O)c(-c2ccco2)nc2ccccc21 (stereo unspecified)	-18	2	-5	1	12	-3	.	-4	-2.6	31
Cc1cc(O)ccc1-c1cc(C(=O)NCc2cc(C(F)(F)F)cc(C(F)(F)F)c2)[nH]n1	-41	3	0	0	0	0	.	5	-2.0	1
NCC1CCN(c2nc3ccccc3c3c2CCCC3)CC1	-5	1	2	-4	-5	-2	4	9	-0.1	15
O=C(NCc1cccnc1)C1CCN(S(=O)(=O)c2cccnc2)CC1	1	-1	4	-2	1	4	10	-6	-2.9	1
CC(C)C(c1nnnn1Cc1ccco1)N1CCN(c2nc3ccccc3s2)CC1 (stereo unspecified)	-10	3	-3	0	3	-1	-17	3	0.8	-3
O=C1CCCCC1C(=O)c1cn(-c2ccc(Cl)c(Cl)c2)nn1 (stereo unspecified)	-6	0	4	8	-3	0	4	1	-0.6	0
Cc1csc2c(N3CCN(C(=O)c4ccc(C(C)(C)C)cc4)CC3)ncnc12	1	-7	-2	-1	2	0	-11	-2	1.6	-1
Cc1ccc(NC(=O)COC(=O)/C=C/c2ccccc2)cc1S(=O)(=O)N1CCOCC1	2	-2	10	-1	8	1	-1	4	3.0	0
Cc1onc(-c2c(Cl)cccc2Cl)c1C(=O)NC(=S)Nc1sc2c(c1C(N)=O)CCC(C)C2 (stereo unspecified)	-1	0	6	0	-4	4	-2	-2	-0.7	5
CC(C)(C)c1[nH]nc2c1C(c1ccco1)C(C#N)=C(N)O2 (stereo unspecified)	1	-2	3	-3	0	-1	1	0	-1.5	2
O=C(Nc1ccc(S(=O)(=O)Nc2ccccc2)cc1)C1CC1	2	-1	5	3	-3	-2	1	-5	-1.6	1

Gathered by group, the compounds so far with an aryl methoxy group (5)
SMILES	ABHD4 inh	MBD2 DNA inh	TCR CD3 inh	LEDGF integ inh	PRMT1 FP inh	UHRF1 binding	HTRA1 inhibitor	Rev-erbA mod	PG9 binder	rCAG binder
COc1ccc(C(CNC(=O)c2cccc(S(=O)(=O)Nc3ccc(C)cc3)c2)N2CCCCC2)cc1 (stereo unspecified)	-1	6	-4	-1	5	2	-16	-5	-0.2	-2
COc1ccc(OC)c(N2Cc3ccccc3C2)c1	14	-2	4	-2	0	-2	28	-1	0.9	9
COc1ccc(NC(=O)c2ccccc2N(Cc2ccccc2)S(C)(=O)=O)cc1OC	-3	-5	3	-1	-3	2	-10	1	-1.7	-6
COc1ccc(OCCC(=O)OCC(=O)Nc2ccc(Br)cc2)cc1	-2	-3	3	5	-1	4	-10	4	-3.7	2
COc1ccc(NS(=O)(=O)c2ccc(C(=O)N(C)Cc3cccs3)cc2)cc1	5	2	-6	0	0	0	-1	0	0.0	1

(listing goes on)
SMILES	ABHD4 inh	MBD2 DNA inh	TCR CD3 inh	LEDGF integ inh	PRMT1 FP inh	UHRF1 binding	HTRA1 inhibitor	Rev-erbA mod	PG9 binder	rCAG binder
COc1ccc2c(c1)[C@H]1[C@H](CO2)[C@H](c2ccccc2)[C@@]2(C)C(=O)N[C@H](C)C(=O)N12	5	2	5	2	0	0	0	3	-3.1	1
CCc1cc(C(=O)COc2ccccc2F)c(O)cc1O	-11	2	-7	1	3	8	-4	4	1.7	1
COc1ccc(-c2noc(Cc3cccs3)n2)cc1	6	1	-1	-2	1	4	-8	-1	0.1	-2
CC1CCN(C(=O)c2cc(-c3ccco3)on2)CC1	5	1	-10	1	8	2	2	-3	-1.9	9
COc1ccc(Cl)cc1S(=O)(=O)Nc1ccncc1	3	2	3	4	-2	3	.	3	-2.2	-2
CCOC(=O)NC1(NC2CCCCC2)Oc2ccccc2O1	26	0	-5	22*	19	5	15	5	-0.8	-3
CCOC(=O)c1cc(C#N)c(SCC(=O)OC)[nH]c1=O	-7	3	-1	2	-6	2	2	0	-1.6	3
O=C(NC1CC1)c1cc(-c2ccccn2)nc2ccccc12	-5	0	2	-1	0	-1	6	-8	-1.5	2
CCOc1ccc(Cl)cc1-c1cc(C(=O)Nc2ccc(OC)cc2OC)[nH]n1	0	0	3	-1	-3	0	.	1	-1.0	7
CC(NC(=O)Nc1ccc([N+](=O)[O-])cc1)C(c1cccs1)N1CCCC1 (stereo unspecified)	-2	0	11	0	1	-3	-3	4	-2.2	0
CCOC(=O)C1=CCN(S(=O)(=O)c2ccc(C)cc2)C1c1ccc(Br)cc1 (stereo unspecified)	-5	0	-1	-1	0	-1	.	0	-0.6	6
CCCC(C(=O)NCc1ccco1)N(C(=O)CNS(=O)(=O)c1ccccc1)c1ccc(OC)cc1 (stereo unspecified)	0	-1	5	0	2	4	-3	-2	0.2	-6
COCCNC(=S)N1CCOCC1	1	-2	4	0	-3	-2	2	-2	-0.6	-1
CC(=O)OCCOc1nc(N(C)C)nc(N(C)C)n1	-4	-4	-2	-2	1	-1	6	5	-0.8	-3
CC(=O)Nc1cccc(C(=O)OC(C)C(=O)NCc2ccc3c(c2)OCO3)c1 (stereo unspecified)	-13	11	-5	-4	5	1	0	2	0.8	-2
O=[N+]([O-])c1ccc(COc2ccccc2CN2CCOCC2)cc1	10	-7	2	-7	3	-2	4	11	0.4	-2
CCOC(=O)c1c(NC(=O)CSC2=NN3CCCC(=O)N=C3S2)sc2c1CCCCC2	0	1	-3	1	5	3	-3	-3	-2.0	6
CCOc1ccc(CN2CCN(Cc3cc4c(cc3Cl)OCO4)CC2CCO)cc1 (stereo unspecified)	-3	3	0	0	3	2	-3	2	1.6	-4
O=C(NCC1OCCc2ccccc21)c1cc(COc2c(F)cccc2F)on1 (stereo unspecified)	0	-4	-1	4	1	-3	-11	2	-1.6	-4
Cc1ccc(NC(=O)CCn2c(=O)oc3ccccc32)cc1	-5	-4	4	-1	0	2	0	-1	-1.4	-2
O=C(COC(=O)C1CCCC1)Nc1cccc(Cl)c1Cl	-2	-2	2	9	-4	2	-4	6	-1.4	-2
CCn1c(SCCC#N)nnc1-c1ccncc1	1	-5	0	0	-3	-3	-5	0	-2.5	-2
Cc1ccc(/C=C/C(=O)O)cc1S(=O)(=O)N(C)CCO	2	1	7	2	2	1	7	-4	-1.2	2
CC(=O)Nc1ccc2nc(CN3CCN(CC(C)C)C(CCO)C3)ccc2c1 (stereo unspecified)	2	-3	4	-1	0	0	2	0	-0.1	-4
CSCC[C@H](NC(=O)[C@H](Cc1ccccc1)n1c(=O)[nH]c2ccccc2c1=O)C(=O)NCC1CCC(C(=O)O)CC1 (stereo partly specified)	3	0	2	-3	3	-1	6	8	0.7	9
O=C(COC(=O)c1ccc([N+](=O)[O-])o1)NC1CCS(=O)(=O)C1 (stereo unspecified)	-3	0	3	4	0	-6	13	1	-3.4	2
O=C(OCC(=O)c1c[nH]c2ccccc12)c1cc2ccccc2cc1O	-11	4	1	-3	3	3	-30	4	0.1	28
Cc1ccc(C(=O)N2N=C(c3cccc(NS(C)(=O)=O)c3)CC2c2cccs2)cc1 (stereo unspecified)	-46	-5	-5	3	-4	0	-20	-2	-1.6	8
CCCCCC(=O)Nc1cccc(S(=O)(=O)NC2=NCCCCC2)c1	0	-2	-8	-5	4	10	2	3	0.6	-1
Cc1cc(SCC(N)=O)nc(SCC(=O)c2ccccc2)n1	3	1	-2	-2	2	0	4	3	-0.7	-3

The list is partial. The share of hits here may be higher or lower than overall.
